# UPR XBP1 act – activators of adaptive arm of unfolded protein response (XBP1); actives 0.33% (n = 330,000); activation, % at 20 µM; CHO-XBP1 luciferase reporter, IRE1-XBP1 UPR activation, luminescence; percent of tunicamycin response, DMSO as zero; AID 463104;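 active means versus positive control, 20 µM dose yields 30% or more activation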;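 further: 100% = tunicamycin at 10 µg/mL and 0% = DMSO only wells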
#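 Assay system: CHO-XBP1 luciferase reporter cells; Schedule: 6 h treatment, 37 °C; Detection: glow luminescence from Steady-Glo reagent; Benchmarks: high control tunicamycin 10 µg/mL final, low control DMSO vehicle only.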
# TIM10 inh – growth inhibitors of TIM10 yeast strain. S. cerevisiae TIM10 strain growth, BacTiter-Glo luminescence, 24 h. inhibition, % at 10 µM. actives 1.4% (n = 330,000). AID 463195;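 active means inhibition of 40% or more at the single tested concentration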;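 further: wild-type TIM10 isogenic control strain grown at permissive 25 °C; 0% = DMSO yeast wells and 100% = minimal medium wells without yeast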
# tim10-1 inh – tim10-1 yeast growth inhibition | S. cerevisiae tim10-1 ts strain growth, BacTiter-Glo, 24 h | inhibition, % at 20 µM | actives 2.2% (n = 330,000);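 active means inhibition of at least 40%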;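 further: mutant grown at 25 °C; 0% = DMSO wells with yeast and 100% = wells holding no yeast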
# CXCR6 block – inhibitors of human CXCR6 receptor; O00574; CHO-K1 PathHunter CXCR6 beta-arrestin, luminescence; inhibition, % at 20 µM; actives 0.36% (n = 360,000); in the data active means inhibition above about 34%, passing the limit was not always enough;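 further: antagonist mode with CXCL16 agonist at 10 nM final; 0% = 10 nM CXCL16 with DMSO and 100% = unstimulated wells without agonist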
# Target sequence (O00574 whole entry, looked up): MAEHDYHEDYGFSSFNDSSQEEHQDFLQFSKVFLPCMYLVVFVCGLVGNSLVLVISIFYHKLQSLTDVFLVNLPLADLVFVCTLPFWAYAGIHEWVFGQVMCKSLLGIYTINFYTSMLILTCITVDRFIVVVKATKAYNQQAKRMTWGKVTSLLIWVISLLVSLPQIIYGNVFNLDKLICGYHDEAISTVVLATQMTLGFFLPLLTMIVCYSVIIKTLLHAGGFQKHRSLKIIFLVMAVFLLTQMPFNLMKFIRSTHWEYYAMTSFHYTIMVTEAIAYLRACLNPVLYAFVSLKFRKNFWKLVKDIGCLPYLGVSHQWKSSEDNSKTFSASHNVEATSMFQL
# APJ antag – APJ receptor antagonism | P35414 | CHO-K1 APJ beta-arrestin complementation, luminescence | inhibition, % at 20 µM | actives 0.32% (n = 330,000) | AID 2521;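 active means inhibition above about 40% at 20 µM, limit read from the data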;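 further: cells challenged with 10 nM apelin-13 agonist together with compound; plate controls were apelin-13 plus DMSO wells for no effect and DMSO wells lacking apelin-13 for full effect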
# Target sequence (P35414 whole entry, looked up): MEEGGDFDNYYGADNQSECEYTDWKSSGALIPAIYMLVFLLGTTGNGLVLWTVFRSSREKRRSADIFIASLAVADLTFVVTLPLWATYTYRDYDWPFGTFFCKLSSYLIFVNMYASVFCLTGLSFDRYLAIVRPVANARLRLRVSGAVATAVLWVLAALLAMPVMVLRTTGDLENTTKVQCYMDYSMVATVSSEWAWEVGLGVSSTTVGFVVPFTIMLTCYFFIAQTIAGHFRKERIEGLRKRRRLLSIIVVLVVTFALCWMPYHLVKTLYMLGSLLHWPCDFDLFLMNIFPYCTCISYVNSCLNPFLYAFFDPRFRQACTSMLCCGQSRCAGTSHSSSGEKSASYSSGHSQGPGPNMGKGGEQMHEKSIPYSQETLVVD
# Mdm2-MdmX inh – disrupts the human Mdm2-MdmX interaction; inhibition, % at 8 µM; actives 3% (n = 330,000); O15151+Q00987; AID 485346; SaOS-2 split-luciferase Mdm2/MdmX complementation, luminescence;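 active means inhibition of at least 50% at 8 µM in the primary screen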
# APJ agonist – activates the human apelin receptor APJ. actives 0.11% (n = 330,000). AID 2520. activation, % at 20 µM. P35414. CHO-K1 APJ PathHunter beta-arrestin, luminescence; 0% DMSO wells, 100% apelin;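 active means activation more than six SD over the plate average, tested at 20 µM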;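 further: 0% = DMSO alone and 100% = apelin-13 at 10 nM; some results filed as inactive read as strong as hits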
#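 Assay system: CHO-K1 APJ beta-arrestin complementation cell line / Compound: single test compound dose, 20 µM final, 1% DMSO / Times: overnight seeding, 90 min compound at 25 °C, 1 h detection / Technique: beta-gal luminescence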
# CHOP UPR activ – apoptotic UPR (CHOP) activation. CHO-CHOP luciferase reporter, luminescence; percent of tunicamycin response over DMSO baseline. activation, % at 10 µM. actives 0.34% (n = 330,000);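 active means at 10 µM dose, activation of 40% or more, normalized to positive control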;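 further: 100% = tunicamycin at 10 µg/mL and 0% = DMSO alone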
#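 Assay system: CHO-CHOP cells, stable luciferase reporter of PERK-eIF2a-CHOP signalling / Buffer or medium: F12 plus 10% serum / Compound dosing: one dose, 10 µM in 0.5% DMSO / Times: 6 h compound treatment, 37 °C / Technique: luciferase luminescence / Read-out: % reporter activation, DMSO baseline versus tunicamycin full activation / Benchmarks: tunicamycin and DMSO controls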
# tim23-1 inh – tim23-1 yeast growth inhibition. S. cerevisiae tim23-1 growth, BacTiter-Glo luminescence, 24 h. inhibition, % at 20 µM. actives 1.3% (n = 330,000). AID 463212;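 active means growth inhibition of the mutant yeast at or above 50%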;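 further: temperature-sensitive mutant grown at 25 °C; plate controls were DMSO-treated mutant yeast for no effect and medium wells lacking yeast for full effect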
# * hit, by the source's call; x = no result given.
SMILES,UPR XBP1 act,TIM10 inh,tim10-1 inh,CXCR6 block,APJ antag,Mdm2-MdmX inh,APJ agonist,CHOP UPR activ,tim23-1 inh
O=C(O)c1ccccc1C(=O)NCc1ccc(F)cc1,0,-2,6,6,-14,5,0,-0.8,-5
CCOC(=O)N1CCC(n2c(SCC(=O)Nc3ccccc3OC)nc3ccccc3c2=O)CC1,2,27,36,6,23,14,-3,-0.9,33
C=CCn1c2ccccc2c2nnc(SC(CC)C(=O)Nc3nc(C)c(C(=O)OCC)s3)nc21 (stereo unspecified),13,3,5,9,15,10,0,1.8,8
CN(C)S(=O)(=O)c1cc(NC(=O)CNCc2ccccc2)ccc1Cl,0,-6,22,1,8,-10,-3,0.4,12
CNC(=O)NC(=O)Cn1nc2n(c1=O)-c1ccccc1SC2,0,2,-3,-5,-2,29,-1,0.4,4
Cc1ccc(-c2nc3ccccn3c2C=O)cc1,4,17,13,-4,15,-23,-4,1.5,12
C/C(=N/N1CCN(Cc2cccc3ccccc23)CC1)c1ccco1,-4,5,12,7,1,12,0,2.7,-4
O=C(Cc1ccccc1[N+](=O)[O-])OCC(=O)c1c[nH]c2ccccc12,6,-4,11,-9,11,-36,2,4.1,15
COC(=O)c1c(NC(=O)Cc2ccccc2)sc(C)c1C,-3,7,-6,8,-19,14,1,-3.4,20
Cc1nn(C)c(C)c1/C=C(\C#N)C(N)=O,0,-15,9,-11,-11,8,3,-0.7,18
COC(=O)c1ccc(NC(=S)NCCCn2ccnc2)cc1,-1,2,12,0,4,-14,-3,0.3,10
O=c1cc(CN2CCN(c3ccc(F)cc3)CC2)c2cc3c(cc2o1)CCCC3,100*,-25,11,-2,-6,68*,6,35,12
Cc1ccc(C(=O)C(NC(=O)c2ccco2)Nc2sc3c(c2C(N)=O)CCCC3)cc1 (stereo unspecified),-2,0,10,x,7,-2,-5,0.8,-4
O=C(CNS(=O)(=O)N1CCOCC1)N/N=C/c1cccnc1,-3,13,13,4,-46,-8,-4,3.0,18
Cc1cc2c(n1-c1ccc(C(N)=O)cc1)CC(C)(C)CC2=O,0,1,12,3,6,9,0,0.5,1

# The list goes on; the last 2 above are carried over.
SMILES,UPR XBP1 act,TIM10 inh,tim10-1 inh,CXCR6 block,APJ antag,Mdm2-MdmX inh,APJ agonist,CHOP UPR activ,tim23-1 inh
O=C(CNS(=O)(=O)N1CCOCC1)N/N=C/c1cccnc1,-3,13,13,4,-46,-8,-4,3.0,18
Cc1cc2c(n1-c1ccc(C(N)=O)cc1)CC(C)(C)CC2=O,0,1,12,3,6,9,0,0.5,1
Cc1ccc(OCc2cc(C(=O)N3CCN(C4CCCC4)CC3)no2)cc1C,-2,12,31,-1,4,-10,-6,-1.3,23
CCOC(=O)/C=c1\s/c(=C\c2sccc2C)c(=O)n1CC(=O)NCc1ccc(C)cc1,64*,0,10,x,-17,66*,-2,54*,17
c1ccc(COc2ccc(OCCCNC3CCCC3)cc2)cc1,5,20,25,-3,2,-1,-9,2.4,11
CCOC(=O)CNc1c(-c2ccc(O)cc2)nc2ccccn12,-1,-4,14,-1,-3,16,0,-1.0,4
CC(C)CC1NC(=O)N(CC(=O)N2CCCc3ccccc32)C1=O (stereo unspecified),-2,1,-17,4,7,-3,-3,-1.3,-4
CC1(C)C[C@H]2C3=CCC4[C@@]5(C)CC[C@H](O)C(C)(C)C5CC[C@@]4(C)[C@]3(C)[C@@H](O)[C@@H](O)[C@@]2(CO)[C@@H](O)[C@@H]1O (stereo partly specified),0,7,7,-13,-1,24,-3,-0.5,17
Cc1cc(NC(=O)c2ccco2)ccc1NC(=O)c1ccco1,2,16,1,-11,-4,-15,-2,3.3,26
COc1ccc2[nH]c(C(=O)NCc3ccccc3)c(C)c2c1,-2,-4,4,-10,-5,-26,-2,6.1,1
CC(C)NC(=O)CN(Cc1ccccc1)S(=O)(=O)c1ccccc1,0,24,21,4,0,12,-4,-0.3,34
COc1cccc2cc(C(=O)NCc3ccc(C)cc3)c(=N)oc12,-2,14,36,6,-11,41,7,0.3,42
Cc1c(NS(=O)(=O)c2cccc(C(=O)OCC(=O)N(C)C3CCCCC3)c2)c(=O)n(-c2ccccc2)n1C,1,-14,6,-8,-8,9,-1,0.8,11
CCOC(=O)C(=CNc1ccc(C(F)(F)F)cc1Cl)C(=O)OCC,5,4,12,2,0,16,-6,2.4,17
O=C(OCC(=O)N1CCCCCC1)c1ccc(S(=O)(=O)N2CCOCC2)cc1,-2,-7,12,-7,20,-12,1,-1.7,15
O=C(O)c1ccc(NS(=O)(=O)c2ccc(Cl)c(Cl)c2)cc1O,-2,1,8,0,10,26,1,-2.7,11
Cc1[nH]nc2c1C(c1cccs1)C1=C(CCCC1=O)N2 (stereo unspecified),-1,-6,14,-2,-3,15,-6,0.4,6

# Only APJ agonist, CXCR6 block and Mdm2-MdmX inh, for 3 of the compounds above:
structure | APJ agonist | CXCR6 block | Mdm2-MdmX inh
CC(C)CC1NC(=O)N(CC(=O)N2CCCc3ccccc32)C1=O (stereo unspecified) | -3 | 4 | -3
CCOC(=O)CNc1c(-c2ccc(O)cc2)nc2ccccn12 | 0 | -1 | 16
CCOC(=O)C(=CNc1ccc(C(F)(F)F)cc1Cl)C(=O)OCC | -6 | 2 | 16

# 4 entries from above, with each value named:
canonical_smiles: CC1(C)C[C@H]2C3=CCC4[C@@]5(C)CC[C@H](O)C(C)(C)C5CC[C@@]4(C)[C@]3(C)[C@@H](O)[C@@H](O)[C@@]2(CO)[C@@H](O)[C@@H]1O (stereo partly specified)
  UPR XBP1 act: 0
  TIM10 inh: 7
  tim10-1 inh: 7
  CXCR6 block: -13
  APJ antag: -1
  Mdm2-MdmX inh: 24
  APJ agonist: -3
  CHOP UPR activ: -0.5
  tim23-1 inh: 17
canonical_smiles: Cc1cc(NC(=O)c2ccco2)ccc1NC(=O)c1ccco1
  UPR XBP1 act: 2
  TIM10 inh: 16
  tim10-1 inh: 1
  CXCR6 block: -11
  APJ antag: -4
  Mdm2-MdmX inh: -15
  APJ agonist: -2
  CHOP UPR activ: 3.3
  tim23-1 inh: 26
canonical_smiles: COc1ccc2[nH]c(C(=O)NCc3ccccc3)c(C)c2c1
  UPR XBP1 act: -2
  TIM10 inh: -4
  tim10-1 inh: 4
  CXCR6 block: -10
  APJ antag: -5
  Mdm2-MdmX inh: -26
  APJ agonist: -2
  CHOP UPR activ: 6.1
  tim23-1 inh: 1
canonical_smiles: CC(C)NC(=O)CN(Cc1ccccc1)S(=O)(=O)c1ccccc1
  UPR XBP1 act: 0
  TIM10 inh: 24
  tim10-1 inh: 21
  CXCR6 block: 4
  APJ antag: 0
  Mdm2-MdmX inh: 12
  APJ agonist: -4
  CHOP UPR activ: -0.3
  tim23-1 inh: 34

# Additional structures:
SMILES,UPR XBP1 act,TIM10 inh,tim10-1 inh,CXCR6 block,APJ antag,Mdm2-MdmX inh,APJ agonist,CHOP UPR activ,tim23-1 inh
CCOC(=O)c1ccc(NC(=O)CSc2nnc(Cn3c(=O)sc4ccccc43)n2C)cc1,0,5,10,8,7,-22,-4,1.2,16
O=C(OCc1ccco1)c1cccnc1,-2,6,3,7,7,-1,0,-0.2,6
Cc1nn(CC(=O)N2CCN(S(=O)(=O)c3ccccc3)CC2)c(C)c1[N+](=O)[O-],0,17,-9,4,16,-6,-2,-0.8,-3
O=C(CSc1nc2c(c(=O)n1-c1ccc(Cl)cc1)SCC2)NCC1CCCO1 (stereo unspecified),-1,4,13,10,0,27,-2,-1.3,18
Cc1cc(CN2CCCC(C(=O)Nc3cccc(-n4cccn4)c3)C2)cc(C)c1O (stereo unspecified),-1,10,7,-10,-39,6,6,3.3,-9
O=C(NC1CCCCC1)C(c1ccco1)N(C(=O)C(F)(F)F)C1CC1 (stereo unspecified),-2,9,14,7,8,-10,-4,0.8,9
O=C1NC2=C(C(=O)CCC2)C(c2ccccc2)N1 (stereo unspecified),-1,-3,21,-3,3,-4,-3,1.2,10
COc1cc(/C=N/NS(=O)(=O)c2ccc(C)cc2)ccc1OCc1cccc(C(=O)O)c1,-5,-11,-7,-2,9,49,-3,-5.1,20
CCCCC(CC)C(=O)Nc1cc(C(=O)NCc2ccc(C)cc2)ccc1N1CCC2(CC1)CC(c1cccc(Br)c1)=NO2 (stereo unspecified),-1,-8,2,3,-1,3,-5,-2.8,-11
O=C(O)C1CCN(c2ccc(S(=O)(=O)N3CCCCC3)cc2[N+](=O)[O-])CC1,-1,11,10,12,14,23,-6,1.2,4
O=C(Cn1c(-c2ccccc2)c[n+]2ccsc12)c1ccccc1,-5,18,1,2,8,8,-2,-0.5,1
O=C(CN1C(=O)NC2(CCCC2)C1=O)NC(c1ccccc1)c1ccccc1,-1,5,13,3,0,24,-5,0.3,10
CN(C)C1(CNC(=O)C2CCC(=O)N(Cc3ccc(Cl)cc3)C2)CCCCC1 (stereo unspecified),-2,2,-9,0,13,-4,-3,-0.5,13
CC1=C(C(=O)OCc2ccccc2)C(c2cccc([N+](=O)[O-])c2)NC(=O)N1C (stereo unspecified),-3,10,6,4,1,-30,0,-0.3,27
Cc1cc(C)cc(C(=O)N(NC(=O)Nc2ccc(Cl)cc2)C(C)(C)C)c1,-4,15,1,-7,14,28,-1,4.5,12
CN(CC(=O)Nc1ccc(Cl)c(C(F)(F)F)c1)C(=O)Cc1cccs1,-6,-5,-1,-28,-4,15,-4,-1.3,19
Cn1c(=O)oc2cc(S(=O)(=O)NCCC(=O)Nc3ccc4c(c3)OCCO4)ccc21,-2,3,9,1,-16,-7,-1,-2.5,-1
CN1/C(=C\C=[N+](C)c2ccccc2)C(C)(C)c2ccccc21,4,6,-2,-2,6,70*,-2,0.4,15
Cc1ccc(NCN2C(=O)C3C4CCC(C4)C3C2=O)cc1 (stereo unspecified),-1,11,19,x,-5,1,-5,-0.7,7
O=C(CCNS(=O)(=O)c1cccs1)Nc1nccs1,2,-11,11,5,-6,3,3,-0.9,3
Clc1ccc(SCCOCCN2CCCCCC2)cc1,1,-59,-48,10,-5,2,-6,-1.3,5
Cc1ccc2c(c1)CCCN2C(=O)c1cc(C)c(C)s1,0,-12,14,5,16,4,-5,2.3,24
CCn1cc(CN2CCC(n3nccc3NC(=O)c3cccc(F)c3)CC2)cn1,-1,-1,4,-3,-30,9,-1,-0.4,11
CCOC(=O)c1cccc(NC(=O)CSc2nnc(COc3ccccc3)n2CC)c1,0,2,20,0,-12,19,0,0.3,25
COc1ccc(C)cc1N(C(=O)c1ccco1)C(C(=O)NC1CCCC1)c1ccc(N2CCOCC2)cc1 (stereo unspecified),-5,-7,4,6,4,11,-1,-0.5,18
Cc1ccnc(NC(=O)CCC(=O)N(CC(=O)NCc2ccccc2)Cc2ccccc2)c1,-1,0,10,-2,-16,23,-5,1.6,8

# High-throughput results: PubChem BioAssay, Sanford-Burnham Center for Chemical Genomics

# Only part of the results is shown; the hit share may differ from the screen's.
